BCLXL inh – inhibitors of human Bcl-xL. GST-Bcl-xL / FITC-Bim BH3 peptide fluorescence polarization. inhibition, % at 10.9 µM. actives 0.7% (n = 320,000);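 active means inhibition above the mean of all tested compounds plus 3 SD, cutoff set per campaign, cut at about 30% in these data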;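 further: 0% = DMSO wells and 100% = unlabeled Bim-BH3 peptide competitor; inhibitors lower millipolarization by displacing the labeled peptide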
Target sequence (Q07817 whole entry, looked up): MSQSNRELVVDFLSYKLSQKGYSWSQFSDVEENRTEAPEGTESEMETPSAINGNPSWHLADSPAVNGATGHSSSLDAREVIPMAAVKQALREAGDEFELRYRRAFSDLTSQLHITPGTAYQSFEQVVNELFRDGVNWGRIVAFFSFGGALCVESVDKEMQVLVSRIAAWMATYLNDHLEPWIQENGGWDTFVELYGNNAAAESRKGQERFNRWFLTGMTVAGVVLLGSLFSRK
MEX-5 binding – C. elegans MEX-5 TCR-2 RNA binding activity; actives 0.38% (n = 300,000); Q9XUB2; MEX-5/FITC-TCR2 RNA binding, fluorescence polarization; hits give low values; activity score (negative = inhibition of binding), % at 10 µM;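 active means inhibition past about -25% in most replicates, and total fluorescence under double the plate's negative control median, limit read from the data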;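 further: 0% = DMSO and -100% = 5 µM competing unlabeled TCR2 RNA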
pPAFAH inh – inhibitors of human plasma PAF acetylhydrolase (pPAFAH); inhibition, % at 3.39 µM; Q13093; actives 1.5% (n = 330,000); recombinant pPAFAH, FP-rhodamine probe fluorescence polarization;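 active means inhibition above the mean inhibition across the screen plus 3 SD, cut at about 25% in these data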;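 further: inhibitors block binding of the rhodamine activity-based probe so polarization drops; 0% = enzyme with DMSO and 100% = wells lacking pPAFAH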
PAFAH1B2 FP inh – inhibitors of human PAFAH1B2. P68402. recombinant PAFAH1B2, FP-rhodamine activity probe, fluorescence polarization. inhibition, % at 3.39 µM. actives 1.2% (n = 340,000). AID 492953;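 active means inhibition above the mean of all tested compounds plus 3 SD, cut at about 24% in these data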;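 further: 0% = enzyme with DMSO and 100% = wells lacking PAFAH1B2; many of its hits are not listed in these tables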
Fam108B counter – Fam108B inhibition, counter-screen for RBBP9 inhibitors | recombinant Fam108B, FP-Rh probe fluorescence polarization | inhibition, % at 9.51 µM | actives 0.33% (n = 300,000);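 active means inhibition above the screen mean inhibition plus 3 SD, computed separately per campaign, cut at about 18% in these data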;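 further: inhibitors lower polarization as less probe binds the enzyme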
PME-1 inh – blocks human protein phosphatase methylesterase 1 | actives 0.53% (n = 320,000) | Q9Y570 | inhibition, % at 5.9 µM | recombinant PME-1, FP-Rh probe fluorescence polarization;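 active means inhibition above the campaign mean of all compounds plus 3 SD, cut at about 26% in these data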;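 further: competitive labeling of PME-1 active site by serine hydrolase directed probe; 0% = PME-1 with DMSO and 100% = wells lacking PME-1 enzyme; inhibitors block probe labeling so polarization falls and inhibition rises; many of its hits are not listed in these tables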
GLD-1 RNA inh – GLD-1-TGE RNA interaction inhibition (C. elegans). purified GLD-1 + fluorescein TGE RNA, fluorescence polarization. Q17339. actives 0.44% (n = 320,000). inhibition, % at 5.96 µM;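 active means percent inhibition above a per-plate cutoff, the plate mean of test compounds plus 3 SD, cut at about 30% in these data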;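 further: 0% = DMSO wells with GLD-1 and probe and 100% = wells lacking GLD-1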
MCL1-BIM inh – inhibitors of human MCL1 binding to BIM-BH3 peptide | actives 0.68% (n = 320,000) | inhibition, % at 10.9 µM | Q07820 | AID 2057 | GST-MCL1 / FITC-Bim-BH3 fluorescence polarization;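 active means inhibition above the mean inhibition of all tested compounds plus 3 SD, set per campaign, cut at about 40% in these data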;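 further: 0% = DMSO wells and 100% = unlabeled Bim-BH3 peptide control; higher means more loss of mP so more displacement of Bim peptide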
AHR act – human AHR activation; activation, % at 5 µM; actives 2.5% (n = 320,000); P35869; AHR-responsive luciferase reporter cells, luminescence; AID 2796; in the data active means activation above about 47%;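 further: 0% = vehicle wells and 100% = reference agonist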
Target sequence (P35869 whole entry, looked up): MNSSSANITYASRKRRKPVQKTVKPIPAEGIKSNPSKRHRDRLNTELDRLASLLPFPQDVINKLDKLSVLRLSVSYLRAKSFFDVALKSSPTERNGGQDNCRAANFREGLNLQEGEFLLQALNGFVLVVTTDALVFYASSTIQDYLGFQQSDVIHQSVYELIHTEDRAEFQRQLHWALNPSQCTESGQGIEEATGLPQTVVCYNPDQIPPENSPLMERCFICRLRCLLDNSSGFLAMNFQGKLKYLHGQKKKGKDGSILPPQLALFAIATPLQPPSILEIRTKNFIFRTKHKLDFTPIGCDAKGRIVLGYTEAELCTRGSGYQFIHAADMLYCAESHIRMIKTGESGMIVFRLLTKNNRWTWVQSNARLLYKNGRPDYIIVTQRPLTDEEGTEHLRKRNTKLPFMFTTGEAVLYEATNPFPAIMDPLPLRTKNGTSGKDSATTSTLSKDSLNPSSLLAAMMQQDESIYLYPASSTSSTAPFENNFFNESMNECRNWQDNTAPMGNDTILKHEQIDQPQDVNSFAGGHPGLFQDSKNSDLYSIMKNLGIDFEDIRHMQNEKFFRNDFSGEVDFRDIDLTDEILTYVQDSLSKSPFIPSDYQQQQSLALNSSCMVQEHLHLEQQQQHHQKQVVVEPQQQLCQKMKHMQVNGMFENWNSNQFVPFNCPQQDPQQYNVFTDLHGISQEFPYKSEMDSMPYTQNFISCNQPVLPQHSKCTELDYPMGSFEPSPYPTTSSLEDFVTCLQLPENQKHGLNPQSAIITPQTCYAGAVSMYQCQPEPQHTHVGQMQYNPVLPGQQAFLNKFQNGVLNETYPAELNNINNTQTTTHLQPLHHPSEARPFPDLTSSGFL
The depositor's hits bear a star; . = no result given. An excerpt. The share of hits here may be higher or lower than overall.

mol,BCLXL inh,MEX-5 binding,pPAFAH inh,PAFAH1B2 FP inh,Fam108B counter,PME-1 inh,GLD-1 RNA inh,MCL1-BIM inh,AHR act
Clc1ccc(SCc2cc(-c3ccccc3)no2)cc1,4,1.7,-1,42*,4,-3,7,-3,-7
O=C(OCC(=O)N1CCN(C(=O)c2ccco2)CC1)c1cccc(O)c1,0,-0.3,-6,5,-3,6,-1,0,4
Cc1nc(N)sc1C(=O)OCC(C)C,7,0.4,3,-1,1,6,-4,9,1
Cn1cc(Br)c(C(=O)Nc2sc3c(c2C(N)=O)CCCC3)n1,11,-1.7,6,7,3,9,12,14,2
CCN(CCn1cccn1)Cc1nc(-c2ccc(C(=O)OC)cc2)no1,6,-0.1,4,.,-4,-4,4,5,9
CCOC(=O)C(CC)(CC)C(=O)/C=C/c1ccc(OC)cc1,-10,1.1,1,5,-1,-3,3,-6,-2
CCOc1ccccc1NC(=O)CC1SC(=N)N(c2ccccc2)C1=O (stereo unspecified),4,0.5,2,.,-2,1,3,4,-3
COc1ccc(N=C2C(=O)N3CCCc4cccc2c43)cc1,4,-1.1,3,1,-4,0,3,2,7
Cn1c(=O)c2sccc2n2c(CCCC(=O)NCCc3ccccc3)nnc12,-3,1.2,-1,8,-2,2,-4,-7,-1
Cc1ccc(NC(=O)N2CCCN(Cc3ccc(F)cc3)C2)cc1C,2,0.4,-2,4,-3,1,5,-1,3
CCc1ccc(NC(=O)CNC(=O)c2nn(-c3ccc(OC)cc3)c(=O)c3ccccc23)cc1,5,0.9,3,1,-7,-40,5,5,15
Cc1ccc(S(=O)(=O)N2CCOC2CNC(=O)C(=O)NCc2ccccn2)cc1 (stereo unspecified),-1,1.6,6,-1,-2,3,-2,-1,-1
CC(=O)Nc1cccc(NC(=O)c2cc(-c3ccccn3)nc3ccc(Cl)cc23)c1,22,-0.1,9,-13,-7,-2,12,25,14
COc1ccccc1C(=O)Nc1c2c(nn1-c1cccc(C)c1C)CS(=O)(=O)C2,4,-0.1,2,-6,-3,3,1,2,0
COc1ccc(C(=O)NCC(=O)OCC(=O)N2CC(C)OC(C)C2)cc1OC (stereo unspecified),.,.,-1,1,.,.,0,.,2
CC1CC(=O)Nc2ccccc2N1C(=O)COc1cc(Cl)ccc1Cl (stereo unspecified),3,.,4,-1,.,2,3,5,2
COc1ccc(-c2cccc(C(=O)Nc3ccc(C)cc3)c2)cc1,4,-1.3,2,0,-5,-19,-6,0,23
O=c1oc2cc(S(=O)(=O)NCCCO)ccc2c2ccc(S(=O)(=O)NCCCO)cc12,-1,2.0,-1,5,-1,-2,5,-3,1
CCC(C(=O)N1CCCC1)n1nc(C)c2c(C)n(-c3ccccc3)nc2c1=O (stereo unspecified),1,-0.5,5,-1,3,-2,7,1,2
C[C@H](NC(=O)C1CCN(S(=O)(=O)c2ccccc2)CC1)C(=O)NCc1ccccc1,2,1.0,1,3,5,3,5,1,1

Single values from the results shown:
AHR act with Cc1ccc(NC(=O)N2CCCN(Cc3ccc(F)cc3)C2)cc1C reads 3
Fam108B counter with COc1ccc(N=C2C(=O)N3CCCc4cccc2c43)cc1 reads -4

More compounds
mol,BCLXL inh,MEX-5 binding,pPAFAH inh,PAFAH1B2 FP inh,Fam108B counter,PME-1 inh,GLD-1 RNA inh,MCL1-BIM inh,AHR act
Cn1nc(/C=C/c2ccccc2)ccc1=O,6,-1.5,-2,5,9,-7,-7,6,-1
NC(=O)c1cc2ccncc2c2ccccc12,-2,0.4,0,-1,-4,4,-7,2,0
N/C(CC(=O)NC1CCCCC1)=N\OCC(=O)Nc1ccc(Cl)c(Cl)c1,-16,-7.4,-3,9,-9,-18,1,-10,4
CC(Oc1ccc2c3c(c(=O)oc2c1)CCC3)C(=O)NCc1cccnc1 (stereo unspecified),3,-0.2,-2,1,-1,3,2,4,3
COc1ccc(S(=O)(=O)N(C)C)cc1NC(=O)CN1CCN(C(=O)C2CC2)CC1,1,.,1,1,.,0,-2,6,0
COC(=O)c1ccc(COc2ccc3c(c2)CCC3)o1,5,0.3,2,5,3,-2,-1,5,7
O=C(Cn1nc(-c2ccccc2)ccc1=O)Nc1ccc(-n2cnnn2)cc1,5,-1.3,2,5,0,0,-3,4,2
Cc1ccc(NC(=O)Cn2nnc3ccccc32)c(C)c1,0,1.9,1,-2,-1,-1,-3,-3,-1
COc1cc(C(=O)NCCOc2cc(C)ccc2C(C)C)cc(OC)c1OC,3,2.9,6,4,-2,0,-4,3,6
O=C1CS/C(=N/N=C/c2cccs2)N1,-13,-32*,-1,3,3,0,-2,-19,5

4 of the compounds above, with two lines to a compound.
Screens in order: BCLXL inh | MEX-5 binding | pPAFAH inh | PAFAH1B2 FP inh | Fam108B counter | PME-1 inh | GLD-1 RNA inh | MCL1-BIM inh | AHR act
CC(Oc1ccc2c3c(c(=O)oc2c1)CCC3)C(=O)NCc1cccnc1 (stereo unspecified)
→ 3 | -0.2 | -2 | 1 | -1 | 3 | 2 | 4 | 3
COc1ccc(S(=O)(=O)N(C)C)cc1NC(=O)CN1CCN(C(=O)C2CC2)CC1
→ 1 | . | 1 | 1 | . | 0 | -2 | 6 | 0
COC(=O)c1ccc(COc2ccc3c(c2)CCC3)o1
→ 5 | 0.3 | 2 | 5 | 3 | -2 | -1 | 5 | 7
O=C(Cn1nc(-c2ccccc2)ccc1=O)Nc1ccc(-n2cnnn2)cc1
→ 5 | -1.3 | 2 | 5 | 0 | 0 | -3 | 4 | 2

Later entries:
mol,BCLXL inh,MEX-5 binding,pPAFAH inh,PAFAH1B2 FP inh,Fam108B counter,PME-1 inh,GLD-1 RNA inh,MCL1-BIM inh,AHR act
COc1ccc(CN2CCN(C(=O)CCC(=O)Nc3nnc(C(F)(F)F)s3)CC2)cc1F,6,1.9,4,-4,-3,-3,-10,9,2
COc1ccc(OC)c(NC(=O)c2cccc(NC(=O)c3ccccc3)c2)c1,7,-3.5,5,0,2,0,1,6,-6
CN(C)S(=O)(=O)c1cccc(NC(=S)NNC(=O)c2cc3ccccc3cc2O)c1,5,.,28*,8,.,27*,0,18,-5
COc1ccc(N2CCN(C(c3ccco3)c3sc4nc(C)nn4c3O)CC2)cc1 (stereo unspecified),1,-0.3,8,1,1,0,-1,0,0
CC(C)C[C@H](N)c1cn([C@@H](Cc2cc3ccccc3[nH]2)C(=O)N2CCNCC2)nn1,1,-0.6,8,1,0,-6,5,1,3
COc1ccc(C2C(C(=O)Nc3cc(OC)c(OC)c(OC)c3)c3ccccc3C(=O)N2C)cc1 (stereo unspecified),4,0.1,-1,-1,1,0,-5,6,0
O=C(N/N=C\C=C\c1ccco1)C1COc2ccccc2O1 (stereo unspecified),14,2.4,22,2,-2,4,4,30,2
CC(C)NC(=O)C1(O)c2ccccc2NC(=O)N1c1ccc(Cl)c(Cl)c1 (stereo unspecified),4,-0.9,0,-4,-2,3,-6,4,1
COc1cccc(N(CC(=O)Nc2ccccc2C)S(C)(=O)=O)c1,-2,0.3,-5,1,-2,4,0,3,-2
O=C1C=C(NC2CC2)C2(CCCCC2)O1,-1,-0.9,5,4,3,2,6,-1,-1
CCN(CC)C(=O)CCCSc1nnc(Nc2ccccc2F)s1,3,-2.3,4,2,2,0,-1,6,4
CCCCN(C(=O)C1CC(=O)N(c2ccc3c(c2)OCCO3)C1)c1c(N)n(CCC)c(=O)[nH]c1=O (stereo unspecified),.,.,3,3,.,.,6,.,2
COc1ccc(OC)c(NC(=O)Cn2c(CCC(=O)O)ccc2-c2ccc(C)cc2)c1,7,0.3,8,6,0,0,10,7,12
O=C(OCn1nnc2ccccc2c1=O)c1cccc(S(=O)(=O)N2CCOCC2)c1,3,.,4,2,.,6,-2,5,-2
COc1cc(/C=N/NC(=O)CNC(=O)c2ccncc2)ccc1O,2,0.1,3,1,0,1,-2,2,9
Cc1nnc(NC(=O)CSc2nnc(-c3ccco3)o2)s1,7,-7.5,3,5,3,1,-12,3,1
COc1cc(/C=C2\SC(=Nc3ccccc3OC)NC2=O)ccc1O,-2,-2.2,12,-3,1,-18,-67,-15,6
CN(CC(=O)Nc1cccc(F)c1)C(=O)c1ccncc1,6,2.8,0,0,0,-1,0,-1,1
CCOC(=O)N1CCN(Cc2cc(=O)oc3ccc4ccccc4c23)CC1,2,0.0,4,4,-2,0,2,8,4
CC(C)c1ccc(N(CC(=O)NCc2ccc(F)cc2)C(=O)c2snc(C(N)=O)c2N)cc1,2,2.0,3,0,-3,0,-5,9,2

One compound at a time, as listed above. Values in the order: BCLXL inh, MEX-5 binding, pPAFAH inh, PAFAH1B2 FP inh, Fam108B counter, PME-1 inh, GLD-1 RNA inh, MCL1-BIM inh, AHR act
`COc1cc(/C=N/NC(=O)CNC(=O)c2ccncc2)ccc1O` reads 2, 0.1, 3, 1, 0, 1, -2, 2, 9
`CC(C)c1ccc(N(CC(=O)NCc2ccc(F)cc2)C(=O)c2snc(C(N)=O)c2N)cc1` reads 2, 2.0, 3, 0, -3, 0, -5, 9, 2
`Cc1nnc(NC(=O)CSc2nnc(-c3ccco3)o2)s1` reads 7, -7.5, 3, 5, 3, 1, -12, 3, 1
`CCCCN(C(=O)C1CC(=O)N(c2ccc3c(c2)OCCO3)C1)c1c(N)n(CCC)c(=O)[nH]c1=O` (stereo unspecified) reads ., ., 3, 3, ., ., 6, ., 2
`COc1cc(/C=C2\SC(=Nc3ccccc3OC)NC2=O)ccc1O` reads -2, -2.2, 12, -3, 1, -18, -67, -15, 6

(listing goes on)
mol,BCLXL inh,MEX-5 binding,pPAFAH inh,PAFAH1B2 FP inh,Fam108B counter,PME-1 inh,GLD-1 RNA inh,MCL1-BIM inh,AHR act
CCN(CC)C(=O)CSc1ccc(C(F)(F)F)cc1[N+](=O)[O-],5,-3.3,2,2,-3,3,2,8,1
CCc1ccc(OCC(=O)NCC(c2ccc(Cl)cc2)N2CCCCC2)cc1 (stereo unspecified),5,4.8,1,0,6,-1,-1,4,3
COc1ccccc1CNC(=O)COC(=O)c1cc(C)nc2ccccc12,.,.,-4,5,.,.,-1,.,2
CN(C)c1ccc(/C=N/Nc2ccc(-n3ccnc3)nn2)cc1,2,-3.7,4,3,-3,9,-3,7,21
CC/C(C)=N/Nc1nc2c(c(=O)[nH]c(=O)n2C)n1CCc1ccccc1,9,-1.6,-3,8,3,-4,-5,13,14
Cc1ccc(NC(=O)CSc2nc3c([nH]c4ccccc43)c(=O)n2C)cc1,-2,1.7,-1,1,-9,-9,2,0,60*
O=C(Nc1nonc1NC(=O)C1CCCCC1)C1CCCCC1,3,-0.3,-1,8,1,2,-1,12,7
COc1ccccc1/C=C1\SC(=S)N(C(C(=O)O)c2ccccc2)C1=O (stereo unspecified),1,2.4,1,9,-1,2,-1,5,-1
CCN1CCN(c2ccc(NC(=O)COc3ccccc3Cl)cc2)CC1,2,0.3,6,4,-1,0,3,3,-6
Cc1ccccc1-c1ccc(=O)n(CC(=O)Nc2ccc(C(=O)N3CCCC3)cc2)n1,-1,2.6,-6,0,2,-6,3,4,8
CC(C)C(=O)Nc1c2c(nc3c1CCC3)CCCC2,4,-3.2,-1,1,7,-1,-3,-1,0

Screening results deposited in PubChem by several laboratories.
